# From PubChem BioAssay
# NCI-60 one-dose screen, 48 h, at 10 µM unless noted. Numbers give growth in % (100 = growth as untreated, 0 = no growth, -100 = all killed).
# OVCAR-8: OVCAR-8 ovarian cancer; actives 4.4% (n = 81,000)
# IGROV1: IGROV1 ovarian cancer; actives 4.7% (n = 79,000)
# OVCAR-3: OVCAR-3 ovarian cancer. actives 7% (n = 79,000)
# OVCAR-5: OVCAR-5 ovarian cancer; actives 2.9% (n = 82,000); AID 1794783
# NCI-H522: NCI-H522 lung cancer; actives 8% (n = 78,000); AID 1794739
# OVCAR-4: OVCAR-4 ovarian cancer cells; actives 3.7% (n = 80,000); AID 1794784
# NCI/ADR-RES: NCI/ADR-RES ovarian cells; actives 4.4% (n = 81,000)
# SK-OV-3: SK-OV-3 ovarian cancer cells. actives 3.2% (n = 80,000). AID 1794785
# NCI-H23: NCI-H23 lung cancer. AID 1794731. actives 4% (n = 80,000)
# * hit, by the source's call; x = no result given; & = joins results of further samples; [ ] = dose if it differs, or a comment. How the source made its calls: active means growth percent below 10; inactive means the rest.
SMILES,OVCAR-8,IGROV1,OVCAR-3,OVCAR-5,NCI-H522,OVCAR-4,NCI/ADR-RES,SK-OV-3,NCI-H23
Nc1nc(=O)[nH]c(=O)[nH]1,94,84,x,92,67,x,94,97,91
CC(C)CNCCCCCCl,98,108,108,92,83,97,102,101,101
Cc1c(C(N)=O)sc2c1c(=O)n(Cc1ccccc1)c1nnc(SCC(=O)NCc3ccccc3)n21,x,99,72,90,56,x,84,87,94
COc1cc2cc(Oc3ccc(NC(=O)Nc4ccc(C)cc4)cc3)c(C)nc2cc1OC,87,101,113,110,70,x,107,88,96
COc1c(O[C@@H]2OC(CO)[C@H](O)[C@H](O)C2O)cc2oc3cc(O[C@H]4O[C@H](CO)[C@@H](O)C(O)C4O)c(CC=C(C)C)c(O)c3c(=O)c2c1CC=C(C)C (some centres undefined),97,106,106,109,108,112,104,102,101
Cc1ccc2nc(COc3ccc(C(=O)N/N=C/c4ccc(Cl)cc4)cc3)[nH]c2c1,75,112,149,109,103,101,109,135,91
C=CCn1c(SCC(=O)Nc2ccc(C(=O)/C=C/c3ccc(OC)cc3)cc2)nnc1-c1cc(-c2ccc(S(N)(=O)=O)cc2)nc2ccccc12,60,82,79,88,87,83,102,102,102
Cc1ccc(/C=C/C(=O)c2cccc(OCCCCOc3cccc(C(=O)/C=C/c4ccc(C)cc4)c3)c2)cc1,104,94,113,100,97,96,103,110,97
CC1(C)CC(=O)c2cc3c(N)c(C(=O)Nc4ccc(Cl)cc4)sc3nc2C1,111,111,111,x,96,x,114,106,105
COc1cc2nc(Cl)nc(NCCO)c2cc1OC,98,108,111,100,100,102,112,119,108
C=C(C)[C@@H]1CC=C2c3sc(-c4ccccc4)nc3C[C@@H](C)[C@]2(C)C1,101,98,99,104,94,95,99,97,100
COc1ccc(C(=O)c2oc3nc(-c4cnccn4)cc(-c4cccs4)c3c2N)cc1,103,97,114,112,101,112,97,107,x
CC(=O)c1sc(/N=C2\NC(=O)/C(=C/c3ccc(Cl)cc3)S2)nc1C,117,107,103,106,79,100,109,99,101
O=CC(=O)c1ccccc1,104,96,108,89,87,96,101,97,97
O=C(CNCc1cc(=O)oc2ccc3ccccc3c12)Nc1ccc(Cl)cc1,93,91,98,91,74,106,105,87,98
COc1cc(-c2c3c(nn2-c2ccccc2)CCc2cnoc2-3)cc(OC)c1OC,91,98,96,98,52,84,100,103,92
Cc1ccc(S(=O)(=O)O)cc1N,103,103,108,104,102,101,105,104,101
Cc1cc2nc(NC(=O)CN3CCN(CCN4C(=O)c5cccc6cccc(c56)C4=O)CC3)sc2cc1C,80,78,101,94,87,84,79,102,89
C=CCO[C@H]1CO[C@H]2[C@@H]1OC[C@H]2OCC=C,104,110,100,104,102,118,110,113,108
NC(=O)c1c(NC(=O)c2ccc(Cl)cc2)sc2c1CCC(=O)C2,61,53,33,87,7.8*,9.2*,88,93,52
CCCN1C2CCC1/C(=C\c1ccc(OC)cc1)C1=C2[C@@H](c2ccc(OC)cc2)C(C#N)=C(N)O1 (some centres undefined),98,76,84,95,102,74,88,94,86
Nc1nc(N)nc(-c2cc(Cl)ccc2Cl)n1,91,120,115,100,x,108,103,113,101
N#Cc1c(N)cc(N)n(-c2nc3ccccc3nc2Cl)c1=O,107,107,111,112,93,105,107,110,107
COc1ccc(COC(C)=O)cc1,106,142,110,98,118,120,116,113,113

# An excerpt taken from the entries so far, for reference:
SMILES,OVCAR-8,IGROV1,OVCAR-3,OVCAR-5,NCI-H522,OVCAR-4,NCI/ADR-RES,SK-OV-3,NCI-H23
CC(=O)c1sc(/N=C2\NC(=O)/C(=C/c3ccc(Cl)cc3)S2)nc1C,117,107,103,106,79,100,109,99,101
O=CC(=O)c1ccccc1,104,96,108,89,87,96,101,97,97
O=C(CNCc1cc(=O)oc2ccc3ccccc3c12)Nc1ccc(Cl)cc1,93,91,98,91,74,106,105,87,98
COc1cc(-c2c3c(nn2-c2ccccc2)CCc2cnoc2-3)cc(OC)c1OC,91,98,96,98,52,84,100,103,92
Cc1ccc(S(=O)(=O)O)cc1N,103,103,108,104,102,101,105,104,101
Cc1cc2nc(NC(=O)CN3CCN(CCN4C(=O)c5cccc6cccc(c56)C4=O)CC3)sc2cc1C,80,78,101,94,87,84,79,102,89
C=CCO[C@H]1CO[C@H]2[C@@H]1OC[C@H]2OCC=C,104,110,100,104,102,118,110,113,108
NC(=O)c1c(NC(=O)c2ccc(Cl)cc2)sc2c1CCC(=O)C2,61,53,33,87,7.8*,9.2*,88,93,52
CCCN1C2CCC1/C(=C\c1ccc(OC)cc1)C1=C2[C@@H](c2ccc(OC)cc2)C(C#N)=C(N)O1 (some centres undefined),98,76,84,95,102,74,88,94,86
Nc1nc(N)nc(-c2cc(Cl)ccc2Cl)n1,91,120,115,100,x,108,103,113,101
N#Cc1c(N)cc(N)n(-c2nc3ccccc3nc2Cl)c1=O,107,107,111,112,93,105,107,110,107
COc1ccc(COC(C)=O)cc1,106,142,110,98,118,120,116,113,113

# Continuation.
SMILES,OVCAR-8,IGROV1,OVCAR-3,OVCAR-5,NCI-H522,OVCAR-4,NCI/ADR-RES,SK-OV-3,NCI-H23
COc1cc(-c2nc3sc(C4CC4)nn3c2-c2ccc(F)c(Cl)c2)cc(OC)c1OC,68,78,85,92,56,74,61,89,84
COc1ccc(/C=C2\CCC3=C2Nc2nc(SC)[nH]c(=O)c2C3c2ccc(OC)cc2)cc1 (centres undefined),97,102,91,126,91,95,88,99,98
CN(C)C1C(=O)C(C(=O)NCNC2C(=O)N3C2SC(C)(C)C3C(=O)O)=C(O)C2(O)C(=O)C3=C(O)c4c(O)cccc4C(C)(O)C3CC12 (centres undefined),102,102,102,111,86,100,102,109,88
CC(C)Cc1cc(CNC(=O)C2[C@H]3CN(C(=O)Cc4ccccc4)C[C@@H]23)nn1-c1ccccc1 (some centres undefined),77,90,107,92,58,91,94,76,101
CCOC(=O)c1nc2sc3c(c2c(=O)[nH]1)CCCC3,102,296,131,92,235,106,100,105,99
O=C(O)c1ccccc1/C=N/NC(=O)c1cnc2n(c1=O)CCCCC2,103,111,117,106,97,103,102,105,97
CCCCN1C(=O)CC(C(=O)OCC)=C1C,94,72,114,101,95,99,102,104,101
COCCOc1ccccc1,107,110,120,93,102,106,109,104,107
Cc1nc2sc(C(=O)Nc3cccc(Br)c3)c(N)c2cc1C(=O)c1ccccc1,107,95,101,93,92,97,102,99,104
O=C(CSC(=S)N1CCN(c2ccccc2)CC1)Nc1nc2ccccc2s1,96,79,106,107,73,95,97,100,90
S=C(Nc1ccccc1)c1ccccc1,103,113,110,98,116,111,115,108,101
N#Cc1ccc(N)cc1OCCCN1CCCCC1,104,95,98,97,x,114,105,95,107
CCOC(=O)c1cc(C(=O)c2ccc(OC)cc2)n2ccc(/C=C/c3ccn4c(C(=O)c5ccc(OC)cc5)cc(C(=O)OCC)c4c3)cc12,99,87,102,101,92,102,103,103,97
CCOc1cnc(NC(=O)CCl)nc1OCC,109,103,93,98,94,123,102,113,95
CSc1nnc2c(=O)n(C)c(=O)n(C)c2n1,106,101,144,100,103,105,101,103,108
O=S(=O)(O)c1ccncc1,100,125,105,93,90,105,104,103,103
Cc1cc(Cl)nc(NCc2cc(Nc3ccnc4cc(Cl)ccc34)ccc2F)n1,51,65,53,107,45,9.2*,50,85,41
C#C[C@]1(O)CC[C@H]2[C@@H]3CC=C4c5sc(-c6cccc(O)c6)nc5CC[C@]4(C)[C@H]3CC[C@@]21C,9.6*,-3.4*,-65*,-35*,3.1*,-47*,-12*,-18*,-27*
CC(=O)Nc1ccc(Sc2ccc(NC(C)=O)cc2)cc1,95,x,102,96,76,102,96,82,94
O=S1(=O)N(Cc2ccccc2)[C@@H](Cc2ccccc2)C2O[C@H]2[C@H](Cc2ccccc2)N1Cc1ccccc1 (some centres undefined),52,61,63,94,49,6.6*,40,47,38
O=C1C(Cl)=C(NCCCO)C(=O)c2ccccc21,104&98,112&96,101&106,110&132,75&95,104&105,100&93,107&106,75&89
O=C1CC2CCC1C2 (centres undefined),109,111,93,99,90,108,106,109,102
COc1ccc2c(c1)oc1c(C)c3c(c(C)c12)C(=O)N(CCCO)C3=O,107,106,111,95,93,107,112,109,95
Cc1ccc(C(=O)CCCC(=O)c2ccc(C)cc2)cc1,101,129,109,97,x,103,105,99,103
Cc1csc(/N=C(N)/N=C(\N)c2ccccc2Br)n1,95,78,x,105,98,99,96,83,95
Cc1csc(-c2ccc3c(c2)COC3(CCCN(C)C)c2ccc(F)cc2)c1 (centres undefined),39,17,59,72,-39*,46,79,-22*,89
Cc1ccc(NCSc2ccc(Cl)cc2)cc1,93&97,81&103,79&72,106&106,47&29,x,96&88,97&96,93&81
CCCCS(=O)(=O)c1ccc(Cl)c2ccccc12,100,98,109,94,79,104,94,107,99
O=C(CNc1nc(-c2ccccc2)cs1)Nc1ccccc1Cl,92,90,99,93,65,102,57,88,82
O=C(NC(=S)N1CCOCC1)c1ccccc1,99,107,109,112,91,79,106,99,103
CN(c1ccccc1)S(=O)(=O)c1cccc(NC(=O)Cn2ccc(C(F)(F)F)n2)c1,105,99,100,99,83,82,84,97,100
Clc1ccc(N/N=c2/oc3ccccc3cc2-c2cc3ccccc3[nH]2)cc1,62,57,48,83,77,70,79,90,64
C=C(C)[C@@H]1C[C@@H]2Cc3ccc(Cl)c(C)c3N1O2,107,111,105,79,85,92,94,100,97
O=S(=O)(NC1c2ccccc2Oc2ccccc21)c1cc(Cl)ccc1Cl,93,96,99,109,30,81,94,98,98
COC(=O)c1c(C)nc(C)c2c1C(=O)C(Br)=C(NCCN1CCOCC1)C2=O,82,96,13,118,102,74,103,138,89
Cc1c(-c2csc3nncn23)no[n+]1[O-],104,101,103,102,84,101,103,105,95
CCCC(O)Cn1ncc(C(=O)OCC)c1NC(=O)NCc1ccc(C(F)(F)F)cc1 (centres undefined),93,93,71,119,51,81,76,87,58
CC(O)C1CCCNC1 (centres undefined),101,106,106,100,93,108,107,117,102
NS(=O)(=O)c1ccc(-n2ncc(NC(=O)Nc3ccc([N+](=O)[O-])cc3)c2-c2ccccc2)cc1,104,104,115,97,90,89,109,97,109
CN(C)CCC(C#N)(CCC1CCCCC1)c1ccccc1 (centres undefined),94,90,86,81,95,84,75,82,81
N[C@@H](Cc1cn(-c2ccnc3ccccc23)nn1)C(=O)O,104,102,x,101,101,109,103,101,x
C=C(C)[C@@H]1CC[C@]2(C(=O)O)CC[C@]3(C)[C@H](CC[C@@H]4[C@@]5(C)C/C(=C/c6ccco6)C(=O)C(C)(C)[C@@H]5CC[C@]43C)[C@@H]12,-18*[100 µM],-63*[100 µM],-59*[100 µM],-44*[100 µM],-73*[100 µM],x,-44*[100 µM],-54*[100 µM],-59*[100 µM]
NCCNc1ccc([N+](=O)[O-])cc1,113,111,134,115,95,112,116,109,112
COc1ccc(-c2cc(C(=O)N3CCC(Cc4ccccc4)CC3)nn2-c2ccc(S(C)(=O)=O)cc2)cc1OC,91,114,112,111,87,81,94,92,93
CC(C)Cc1cc(-c2cc(CC(C)C)[nH]n2)n[nH]1,107,111,112,95,89,104,109,103,102
Nc1nc(-c2cccc(C(F)(F)F)c2)nn1-c1nc2ccccc2s1,64,93,64,87,x,61,80,x,78
CC(C)CCNC(=O)Cn1ccc(N2CCOCC2)cc1=O,96,110,112,110,79,96,99,110,91
Cc1ccc(S(=O)(=O)N/N=C2\C(=O)C3CCC2C3Cl)cc1 (centres undefined),102,114,103,102,94,106,104,103,102
N=C(N)c1ccc(-c2ccc(-c3ccc(-c4ccc(Cl)cc4)s3)s2)cc1,101,82,99,96,97,97,101,x,108
COc1ccc(OC)c(-c2c(C#N)c(-c3ccccc3)nc3c2c(-c2ccccc2)nn3-c2ccccc2)c1,93,93,98,96,84,90,90,96,92
N#CC1=C(N)Oc2c(c(N)nn2-c2ccccc2)C1c1ccc(Cl)cc1 (centres undefined),95,84,109,102,88,105,101,82,93
COc1cc(-c2n/c(=C\c3c(O)[nH]c4ccccc34)cc3c2=Nc2ccccc2-3)ccc1F,67,82,54,108,72,52,67,108,58
CC(C)N(CCCCO)C(C)C,99,102,121,101,90,102,123,91,x
Cn1c(=O)c2c(nc(Nc3ccccc3)n2CC(=O)Nc2ccc(F)cc2)n(C)c1=O,96,111,105,109,71,105,103,78,108
CCOC(=O)c1cc(-c2ccccc2)nc2ccc(Cl)cc12,96,101,112,114,60,104,99,90,92
CCCCCCCC(=O)OC,105,108,111,105,107,115,109,105,106
CC(C)CC(=O)Oc1ccc(Cl)cc1,97,99,108,99,78,108,104,97,100
CCn1c2ccc(O)cc2c2c(C)c3c[n+](CCCCCC(=O)O)ccc3c(C)c21,88,72,93,81,78,105,84,95,68
COc1ccc(Sc2cncc(NC3CCCCCC3)n2)cc1,95,87,99,96,94,87,101,100,x
Cc1ccccc1OCCCn1ccc(=O)[nH]c1=O,106,107,100,103,97,103,107,100,103

# New compounds follow.
SMILES,OVCAR-8,IGROV1,OVCAR-3,OVCAR-5,NCI-H522,OVCAR-4,NCI/ADR-RES,SK-OV-3,NCI-H23
Cc1cccn2c(=S)[nH]nc12,114,111,122,108,98,x,105,112,103
FC(F)(F)c1ccc(-c2cnc(-n3ccnc3)nc2NC2CCCCCC2)cc1,98,74,92,100,86,79,95,83,88
COc1cccc2c1C(=O)c1c(O)c3c(c(O)c1C2=O)C[C@@](O)(C(=O)COC(=O)c1ccccc1)C[C@@H]3OC1CC(N)C(O)C(C)O1 (some centres undefined),-77*,-75*,-94*,-95*,-86*,-88*,22,-73*,-66*
CCC(/C=C\C(C)=O)CC,103,115,122,104,106,86,105,110,101
